From PubChem BioAssay
MDM2 E3 inh: Mdm2 E3 ligase (human) inhibition | signal enhancement, % at 5 µM | 0.11% of 210,000 active | Q00987 | cell-based MDM2 ubiquitination luciferase reporter, 2 h; 0 = plate control, 100 = twice control, blank-subtracted | AID 1230;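 active = signal enhancement of 30% or more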;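 note: luminescence tracks abundance of the self-degrading MDM2-luciferase fusion protein; higher signal means inhibition of MDM2 E3 ligase activity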
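Timing – 2 h compound exposure at 37 °C · Assay system – mammalian cells stably expressing self-ubiquitinating, self-degrading MDM2 E3–luciferase fusion · Amount – 2000 cells seeded into each well · Measure – % luminescence enhancement versus blank-corrected plate control mean · Measured by – SteadyLite luminescence, 15 min reagent step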
EBV gp42 inh: inhibitors of Epstein-Barr virus glycoprotein 42; Fluorescence polarization binding assay, mP read-out; inhibition, % (tested at 21.74 µM); 0.42% of 220,000 active; AID 1085; in the data active = inhibition above about 50%
Rad51 HR inh: blocks human Rad51 in homologous recombination. Q06609. hRad51 DNA strand exchange, fluorescence dequenching. inhibition, % at 10 µM. 0.085% of 200,000 active. AID 1385;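 active = inhibition above 40% at the single screening dose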;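 note: 0% = DMSO control wells and 100% = blanks with heterologous ssDNA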
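Material: hRad51 filaments on single-stranded DNA; Reagent: Donor/quencher-labelled 47-bp dsDNA substrate; Compound: 10 µM final, single point; Schedule: 37 °C 15-min filament assembly, 30-min compound preincubation, 15-min exchange; Technique: FRET fluorescence, excitation 485 nm, emission 520 nm; Benchmarks: control wells and blank wells on each plate.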
TNF death inh: TNF-alpha cell death inhibition in Jurkat FADD-/- cells; Jurkat FADD-/- TNF necroptosis rescue, ATP luminescence, 24 h; 0 = TNF only, 100 = no-TNF cells; activation (protection from cell death), % at 10 µM; 0.068% of 220,000 active; AID 463075;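 active = activation, meaning protection from cell death, of at least 50% relative to plate controls; inactive = activation below 50%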;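 note: necroptosis triggered by 40 ng/mL TNF-alpha added together with compound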
L929 necroptosis: blocks zVAD induced death of L929 cells. 0.38% of 220,000 active. L929 zVAD necroptosis rescue, ATP luminescence, 24 h; with zVAD 60 µM. viability rescue, % at 10 µM;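 active = activation, scaled between plate controls, above about 75%, limit read from the data; inactive = activation under that limit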;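 note: 0% = zVAD with DMSO and 100% = DMSO alone without zVAD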
KCC2 mod: KCC2 (human) Cl- transport modulation | 2.2% of 190,000 active | B-score of Tl+ flux slope (higher = more flux/activation; lower = inhibition) at 10 µM | KCC2 cells, thallium flux FluoZin-2 fluorescence | AID 1456;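 active = thallium flux slope and its plate-corrected score both differing from the plate sample mean at a set confidence after two filtering rounds, in either direction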;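 note: slope of fluorescence scaled to starting intensity during 10 to 20 s after thallium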
eIF4E-4G inh: inhibitors of eIF4E and eIF4G interaction in translation initiation; 0.37% of 220,000 active; TR-FRET eIF4E-eIF4GI(517-606) binding, 2 h; inhibition, % at 21.7 µM;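 active = inhibition above about 30%, limit read from the data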;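 note: 0% = full FRET control wells and 100% = background wells lacking eIF4GI fragment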
Calpain2 inh: calpain II (pig) inhibition. purified calpain II, fluorogenic peptide substrate, 30 min. inhibition, % at 16 µM. 0.37% of 220,000 active;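 active = inhibition above about 50%, limit read from the data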
PERK inh: blocks human PERK kinase. Q9NZJ5. 0.17% of 220,000 active. inhibition, % at 5.6 µM. AID 1416. CHO PERK-DD fusion, SEAP luminescence translation reporter;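 active = inhibition above the mean inhibition of all tested compounds plus 3 SD, set separately per screening campaign, cut at about 2.9% in these data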;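 note: PERK kinase domain activated by AP20187 dimerizer at 100 nM; 0% = DMSO with dimerizer and 100% = rapamycin at 8.4 µM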
Target sequence (Q9NZJ5 whole entry, looked up, the tested form may be a part): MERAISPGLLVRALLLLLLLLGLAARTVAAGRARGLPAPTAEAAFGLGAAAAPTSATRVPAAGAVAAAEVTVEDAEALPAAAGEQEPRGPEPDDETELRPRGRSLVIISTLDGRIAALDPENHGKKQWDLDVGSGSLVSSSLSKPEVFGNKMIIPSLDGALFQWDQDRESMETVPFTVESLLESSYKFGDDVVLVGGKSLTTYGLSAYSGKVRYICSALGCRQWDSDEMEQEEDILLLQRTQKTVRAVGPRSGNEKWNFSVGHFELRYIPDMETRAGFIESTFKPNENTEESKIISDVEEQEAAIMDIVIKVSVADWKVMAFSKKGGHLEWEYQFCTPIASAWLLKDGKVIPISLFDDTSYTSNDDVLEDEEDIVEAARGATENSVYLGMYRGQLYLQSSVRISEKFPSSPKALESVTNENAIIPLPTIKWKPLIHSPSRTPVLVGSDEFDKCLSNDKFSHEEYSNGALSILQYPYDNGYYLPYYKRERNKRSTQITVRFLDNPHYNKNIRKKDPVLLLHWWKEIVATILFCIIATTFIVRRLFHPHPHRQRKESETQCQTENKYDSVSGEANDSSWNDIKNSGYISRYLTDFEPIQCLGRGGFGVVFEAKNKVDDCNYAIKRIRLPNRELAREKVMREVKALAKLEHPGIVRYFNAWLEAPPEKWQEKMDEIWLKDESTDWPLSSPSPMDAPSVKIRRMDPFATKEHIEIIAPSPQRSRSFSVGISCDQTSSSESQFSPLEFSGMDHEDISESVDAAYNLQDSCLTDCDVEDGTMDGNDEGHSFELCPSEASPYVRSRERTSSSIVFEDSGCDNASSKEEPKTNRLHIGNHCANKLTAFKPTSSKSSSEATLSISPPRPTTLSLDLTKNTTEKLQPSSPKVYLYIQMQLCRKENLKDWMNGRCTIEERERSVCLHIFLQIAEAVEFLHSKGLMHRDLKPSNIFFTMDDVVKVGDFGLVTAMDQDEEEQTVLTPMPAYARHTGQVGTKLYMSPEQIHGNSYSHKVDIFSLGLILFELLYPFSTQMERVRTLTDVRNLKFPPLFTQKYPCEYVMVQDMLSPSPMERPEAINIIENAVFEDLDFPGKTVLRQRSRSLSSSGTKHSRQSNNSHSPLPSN
* = called active by the depositor; i = inactive; · = not tested or not shown; [ ] = dose if it differs, or a comment. Hits appear at their usual frequency. About 3.6% of those tested had a hit in this group.

SMILES	MDM2 E3 inh	EBV gp42 inh	Rad51 HR inh	TNF death inh	L929 necroptosis	KCC2 mod	eIF4E-4G inh	Calpain2 inh	PERK inh
C/C=C(/C)C(=O)Nc1cccc(C2=NOC3(C2)C[C@H](C(N)=O)N(C(=O)c2ccccc2)C3)c1 (some centres undefined)	-7	-8	-2	0.4	0.1	-0.061	0	4	·
O=C(O)CSc1nc2ccccc2[nH]1	2	-5	7	0.3	0.2	·	2	-10	0.2
O=C1OC(c2ccc(O)cc2)(c2ccc(O)cc2)c2ccccc21	·	7	-4	-1.3	66	11*	3	43	0.3
CC1(C)Cc2ccccc2C(N/N=C/c2ccc(Cl)cc2)=N1	-4	4	12	-0.1	0.0	0.0078	20	13	0.8
Cc1ccc(NC(=S)N2CCCCCC2)cc1	2	-12	17	2.4	1.1	0.052	4	12	1.3
O=C(CCc1ccccc1)Nc1ccc2ccccc2n1	-22	-8	-162	0.4	0.6	-0.9	3	1	-0.1
Cc1cc(OC(=O)c2ccc(S(=O)(=O)N3CCCC3)cc2)c([N+](=O)[O-])c(=O)[nH]1	-6	-22	-7	1.5	0.2	0.33	-1	11	1.4
Cn1nc(C(F)(F)F)c2cc(NC(=O)OCc3ccc(C(C)(C)C)cc3)sc21	-16	-6	·	1.9	2.4	-0.018	-2	33	0.6
CCOC(=O)N1CCN(C(=O)/C(=C/c2cccs2)NC(=O)c2cccs2)CC1	26	-12	2	1.5	1.4	-0.91	6	-13	1.4
CCCCOC(=O)CSc1nnc(N)s1	-3	-10	-6	0.0	-0.1	1.1	-3[fluorescence artefact?]	-1	0.9
NC(=O)c1cc(S(=O)(=O)Nc2cccc(F)c2)co1	-6	-2	4	0.2	1.1	0.67	1[fluorescence artefact?]	10	0.7
C=CCc1cccc2cc(C(=O)OCC(=O)c3ccccc3)c(=O)oc12	-9	-22	3	0.3	0.7	-0.96	-3	-17	1.8
CC(=O)Nc1ccc(N(C(=O)CNC(=O)c2cccs2)C(C(=O)NC(C)(C)C)c2ccccc2)cc1 (centres undefined)	-8	-13	4	-0.5	1.0	-0.44	0	12	0.6
Cc1nc2cc(NC(=O)N(C)c3ccc4ccccc4c3)ccc2o1	-20	-2	-4	-2.0	-0.1	0.019	6[fluorescence artefact?]	11	0.1
O=C(OCC(=O)N1CCc2ccccc2C1)c1ccc(N2CCOCC2)c([N+](=O)[O-])c1	-4	-30	0	-1.5	1.4	-4.3*	2	6	0.7
CCN(c1ccccc1)S(=O)(=O)c1ccc(C(=O)Oc2ccc(C(C)=O)cc2)cc1	-5	5	-3	1.4	0.0	0.54	3	-9	0.6
Cc1ccc(Cn2nnc3c(=O)n(Cc4cccc(C)c4)cnc32)cc1	-1	-18	5	2.1	-0.5	-0.17	-9	-1	-0.2
Cc1ccc(S(=O)(=O)N2CCC(C(=O)N[C@@H](C)C(=O)NCc3ccccc3)CC2)cc1	-3	-16	-6	0.2	1.2	-0.64	1[fluorescence artefact?]	4	0.4
CCN(CC)S(=O)(=O)c1ccc(C)c(NC(=O)CNCCN(C(C)C)C(C)C)c1	-1	-17	17	1.0	-0.2	0.34	-1	-19	0.6
Cc1cccc(C)c1NC(=O)C1(N(Cc2ccco2)C(=O)CC2NC(=O)NC2=O)CCCCC1 (centres undefined)	-4	-15	-2	-0.1	-0.9	-0.032	-10[fluorescence artefact?]	0	-0.1
COc1ccc(Br)c(C(=O)Nc2ccc(F)cc2)c1	-26	-17	-21	1.3	0.4	·	-2	16	0.7
COc1ccccc1CNC(=O)C1(c2ccc(Cl)cc2)CC1	-11	-14	·	0.2	0.2	-2.3	1	10	1.0
Cc1ccc(C(=O)N2c3ccccc3NC(=O)C2C)cc1 (centres undefined)	-7	9	-4	-0.3	0.8	·	0	-3	0.2
CCCCN(C)C(=O)c1cn(CC)c2ccc(S(=O)(=O)N(C)C)cc2c1=O	-16	-24	10	0.9	0.1	·	4	-5	1.5
O=C(CCCCCNC(=O)c1ccccc1)N/N=C/c1ccc(O)cc1O	·	-11	·	1.0	1.0	0.93	0[fluorescence artefact?]	-17	0.3
COc1cccc(OC)c1C(=O)Nc1cccc(C(C)=O)c1	-8	-1	-2	-0.4	-0.3	0.4	-8[fluorescence artefact?]	-22	1.2
COc1ccc(Cl)cc1NC(=O)c1noc2c1CCCC2	-1	-6	1	0.9	0.6	-0.33	-5	-58	-0.1
Cc1ccc(C(=O)CSc2nc(C)cc(SCc3nnc(-c4ccccc4)o3)n2)cc1	1	8	-2	-1.6	-0.7	·	6	16	1.4
O=C(NCCCn1ccnc1)C(=O)NCC1OCCCN1S(=O)(=O)c1ccc(Cl)cc1 (centres undefined)	-1	-2	0	0.0	1.5	-0.26	2[fluorescence artefact?]	4	0.9
COc1ccc(N2CCN(S(=O)(=O)c3cccc4nsnc34)CC2)cc1	-4	-14	-5	-0.4	-0.3	·	13	3	-0.5

Part of the list above, limited to L929 necroptosis, Calpain2 inh and EBV gp42 inh.
| Compound | L929 necroptosis | Calpain2 inh | EBV gp42 inh |
| --- | --- | --- | --- |
| O=C(CCCCCNC(=O)c1ccccc1)N/N=C/c1ccc(O)cc1O | 1.0 | -17 | -11 |
| COc1cccc(OC)c1C(=O)Nc1cccc(C(C)=O)c1 | -0.3 | -22 | -1 |

(next part)
SMILES	MDM2 E3 inh	EBV gp42 inh	Rad51 HR inh	TNF death inh	L929 necroptosis	KCC2 mod	eIF4E-4G inh	Calpain2 inh	PERK inh
O=C(NCc1cccs1)C(=O)c1cn(CC(=O)N2CCOCC2)c2ccccc12	-13	0	0	-0.1	0.1	0.36	-1	-9	1.1
O=[N+]([O-])c1cc([N+](=O)[O-])c(N2CCCCCC2)cc1NCCO	1	-10	2	5.2	-0.1	·	-2	24	-0.3
C=CCNC(=O)c1onc(CSc2cccc(OC)c2)c1C(=O)NCC=C	-9	-16	6	1.1	0.0	-0.34	0	-1	·
Clc1ccc(CO/N=C2\CCCc3nonc32)c(Cl)c1	-3	11	22	-0.8	0.0	0.12	2[fluorescence artefact?]	21	0.3
N#Cc1c2n(c3c(=O)n(CC(=O)c4ccc(Br)cc4)cnc13)CCCC2	-11	-13	22	-4.1	0.1	-0.19	-4	-21	-0.3
CSc1nnc(CCCCCCCCc2nnc(SC)o2)o1	-13	-18	6	1.7	0.2	·	3	12	1.3
OCC1(CCc2ccccc2)CCN(Cc2cccn2-c2cccnc2)CC1	-10	-16	-13	1.4	-1.4	0.65	2	-4	-0.2
CCOC(=O)C1CCCN(C(=O)c2csc(-c3ccc4c(c3)CCO4)n2)C1 (centres undefined)	-11	-2	-6	0.2	0.3	-0.16	0	17	-0.9
CCCCCCCNC(=O)C1CC(=O)N(C)C(=Nc2ccc(OC)cc2)S1 (centres undefined)	-7	-14	8	0.7	0.7	0.89	-4	23	0.0
CCCCCC(=O)N/N=C(\C)c1ccc(NC(=O)c2ccco2)cc1	-39	-21	·	-0.6	56	0.0052	4	1	-0.1
CC(=O)Nc1nc(COc2ccc3ccccc3c2)cs1	-10	-7	6	-0.8	0.3	·	-4	-15	-0.1
CCOC(=O)Cc1cc(=O)c2c(=O)n(-c3ccccc3)[nH]c2[nH]1	-20	-7	6	-1.8	0.0	1.1	5	1	1.4
COc1ccc(-n2c(N)c(C(=O)NCc3ccco3)c3nc4ccccc4nc32)cc1	-5	3	1	-10	3.0	0.25	-16[fluorescence artefact?]	i	-0.9
ONC(=Nc1ccccc1Cl)c1ccccc1Cl	-10	-5	22	-6.0	-0.6	-0.42	-3	-11	1.5
O=C(NCc1ccc2c(c1)OCO2)C(=O)NC1CCCCC1	-13	7	5	0.1	0.1	·	4	25	1.0
CCc1nnc(NC(=O)c2ccc3c(c2)C(=O)N(C(C)(C)C)C3=O)s1	-11	1	1	-0.1	-0.2	2.4	-7[fluorescence artefact?]	34	0.1
CCCCCNS(=O)(=O)c1cc(C)ccc1OC	-10	-4	·	2.8	-0.1	-0.25	-1	28	0.7
CCS(=O)(=O)Nc1ccc(Cc2ccncc2)cc1	-5	-13	-5	-0.4	-0.9	·	2	-5	1.1
Cc1ccc(CN2CCN(Cc3ccc4cc(F)ccc4n3)CC2CCO)o1 (centres undefined)	-16	-14	17	0.9	0.1	-0.98	1	-12	0.7
S=c1[nH]nc(-c2ccc(Br)o2)n1Cc1ccccc1	-18	-23	-3	-0.3	-0.3	3.4*	8	-15	0.1
COc1cc(OC)c2ccc(=O)oc2c1C(CCN1CCCC1)c1ccc2c(c1)OCO2 (centres undefined)	-13	-14	-2	-0.6	-0.7	-0.2	1	19	·
Cc1ccccc1CSc1nn2c(=O)c(C)nnc2s1	1	5	1	-3.4	4.1	0.6	-1	-21	0.8
O=C(CCCn1c(=O)oc2ccccc21)Nc1cccnc1	-13	5	-5	1.1	1.1	0.43	0	4	2.0

Laid out differently: entries from further up.
Every second line gives: MDM2 E3 inh | EBV gp42 inh | Rad51 HR inh | TNF death inh | L929 necroptosis | KCC2 mod | eIF4E-4G inh | Calpain2 inh | PERK inh
> CCOC(=O)Cc1cc(=O)c2c(=O)n(-c3ccccc3)[nH]c2[nH]1
→ -20 | -7 | 6 | -1.8 | 0.0 | 1.1 | 5 | 1 | 1.4
> COc1ccc(-n2c(N)c(C(=O)NCc3ccco3)c3nc4ccccc4nc32)cc1
→ -5 | 3 | 1 | -10 | 3.0 | 0.25 | -16[fluorescence artefact?] | i | -0.9
> ONC(=Nc1ccccc1Cl)c1ccccc1Cl
→ -10 | -5 | 22 | -6.0 | -0.6 | -0.42 | -3 | -11 | 1.5
> O=C(NCc1ccc2c(c1)OCO2)C(=O)NC1CCCCC1
→ -13 | 7 | 5 | 0.1 | 0.1 | · | 4 | 25 | 1.0
> CCc1nnc(NC(=O)c2ccc3c(c2)C(=O)N(C(C)(C)C)C3=O)s1
→ -11 | 1 | 1 | -0.1 | -0.2 | 2.4 | -7[fluorescence artefact?] | 34 | 0.1
> CCCCCNS(=O)(=O)c1cc(C)ccc1OC
→ -10 | -4 | · | 2.8 | -0.1 | -0.25 | -1 | 28 | 0.7
> CCS(=O)(=O)Nc1ccc(Cc2ccncc2)cc1
→ -5 | -13 | -5 | -0.4 | -0.9 | · | 2 | -5 | 1.1
> Cc1ccc(CN2CCN(Cc3ccc4cc(F)ccc4n3)CC2CCO)o1 (centres undefined)
→ -16 | -14 | 17 | 0.9 | 0.1 | -0.98 | 1 | -12 | 0.7
> S=c1[nH]nc(-c2ccc(Br)o2)n1Cc1ccccc1
→ -18 | -23 | -3 | -0.3 | -0.3 | 3.4* | 8 | -15 | 0.1
> COc1cc(OC)c2ccc(=O)oc2c1C(CCN1CCCC1)c1ccc2c(c1)OCO2 (centres undefined)
→ -13 | -14 | -2 | -0.6 | -0.7 | -0.2 | 1 | 19 | ·
> Cc1ccccc1CSc1nn2c(=O)c(C)nnc2s1
→ 1 | 5 | 1 | -3.4 | 4.1 | 0.6 | -1 | -21 | 0.8
> O=C(CCCn1c(=O)oc2ccccc21)Nc1cccnc1
→ -13 | 5 | -5 | 1.1 | 1.1 | 0.43 | 0 | 4 | 2.0
